Screening data deposited in PubChem by several laboratories.
ABHD5 PLIN5 PPI: ABHD5-PLIN5 protein interaction inhibition; Q00G26+Q8WTS1; Split G. princeps luciferase complementation, luminescence, 4 h; inhibition, % at 4 µM; 0.78% of 360,000 active;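 active = inhibition above the mean inhibition across every tested compound plus 3 SD, cut at about 22% in these data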;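 note: 0% = DMSO only wells and the 100% control is not disclosed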
NR5A2 inv ag: NR5A2 inverse agonism in reporter assay | O00482 | HEK293T StAR-luciferase reporter, LRH-1 transfected, 24 h | inhibition, % at 3.6 µM | 0.13% of 360,000 active | AID 602396;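 active = inhibition above the mean inhibition of all tested compounds plus 3 SD, cut at about 73% in these data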;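 note: 0% = DMSO wells and 100% = reporter-only cells lacking LRH-1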
SRC1 inh: inhibits human SRC1 coactivator. Q15788. HEK293 GAL4-SRC1 luciferase reporter, luminescence. inhibition, % at 3.6 µM. 0.12% of 360,000 active. AID 588354;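 active = inhibition above the campaign mean plus 3 SD, with each screening campaign given its own cutoff, cut at about 60% in these data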;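 note: 0% = DMSO treated cells and 100% = gossypol at 36 µM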
NR2F2 inh: inhibitors of human COUP-TFII (NR2F2); HEK293T NGFI-A luciferase reporter, luminescence; inhibition, % at 8.6 µM; 0.7% of 370,000 active; AID 686940;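 active = inhibition above a per-plate cutoff, mean inhibition of test wells between control levels plus 3 SD, cut at about 38% in these data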;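 note: cells cotransfected with COUP-TFII expression vector driving the NGFI-A reporter; 0% = median of COUP-TF2 test wells and 100% = reporter-only cells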
TLR9-MyD88 block: blocks human TLR9 binding to MyD88; Q9NR96+Q99836; CHO BLA complementation TLR9-MyD88, CCF4 FRET ratio; inhibition, % at 4.98 µM; 0.21% of 340,000 active;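 active = inhibition above the mean over all tested compounds plus 3 SD, cut at about 21% in these data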;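 note: 0% = DMSO only wells and 100% = clavulanate BLA inhibitor control wells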
NCOA2 inhibitor: human SRC2 (NCOA2) inhibition; Q15596; HEK293 GAL4-SRC2 luciferase reporter, luminescence; 0.17% of 370,000 active; inhibition, % at 9 µM;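 active = inhibition above the mean inhibition of all tested compounds plus 3 SD, set per campaign, cut at about 52% in these data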;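 note: 0% = DMSO treated cells and 100% = cells given Gossypol at 36 µM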
Target sequence (Q15596 whole entry, looked up, the tested form may be a part): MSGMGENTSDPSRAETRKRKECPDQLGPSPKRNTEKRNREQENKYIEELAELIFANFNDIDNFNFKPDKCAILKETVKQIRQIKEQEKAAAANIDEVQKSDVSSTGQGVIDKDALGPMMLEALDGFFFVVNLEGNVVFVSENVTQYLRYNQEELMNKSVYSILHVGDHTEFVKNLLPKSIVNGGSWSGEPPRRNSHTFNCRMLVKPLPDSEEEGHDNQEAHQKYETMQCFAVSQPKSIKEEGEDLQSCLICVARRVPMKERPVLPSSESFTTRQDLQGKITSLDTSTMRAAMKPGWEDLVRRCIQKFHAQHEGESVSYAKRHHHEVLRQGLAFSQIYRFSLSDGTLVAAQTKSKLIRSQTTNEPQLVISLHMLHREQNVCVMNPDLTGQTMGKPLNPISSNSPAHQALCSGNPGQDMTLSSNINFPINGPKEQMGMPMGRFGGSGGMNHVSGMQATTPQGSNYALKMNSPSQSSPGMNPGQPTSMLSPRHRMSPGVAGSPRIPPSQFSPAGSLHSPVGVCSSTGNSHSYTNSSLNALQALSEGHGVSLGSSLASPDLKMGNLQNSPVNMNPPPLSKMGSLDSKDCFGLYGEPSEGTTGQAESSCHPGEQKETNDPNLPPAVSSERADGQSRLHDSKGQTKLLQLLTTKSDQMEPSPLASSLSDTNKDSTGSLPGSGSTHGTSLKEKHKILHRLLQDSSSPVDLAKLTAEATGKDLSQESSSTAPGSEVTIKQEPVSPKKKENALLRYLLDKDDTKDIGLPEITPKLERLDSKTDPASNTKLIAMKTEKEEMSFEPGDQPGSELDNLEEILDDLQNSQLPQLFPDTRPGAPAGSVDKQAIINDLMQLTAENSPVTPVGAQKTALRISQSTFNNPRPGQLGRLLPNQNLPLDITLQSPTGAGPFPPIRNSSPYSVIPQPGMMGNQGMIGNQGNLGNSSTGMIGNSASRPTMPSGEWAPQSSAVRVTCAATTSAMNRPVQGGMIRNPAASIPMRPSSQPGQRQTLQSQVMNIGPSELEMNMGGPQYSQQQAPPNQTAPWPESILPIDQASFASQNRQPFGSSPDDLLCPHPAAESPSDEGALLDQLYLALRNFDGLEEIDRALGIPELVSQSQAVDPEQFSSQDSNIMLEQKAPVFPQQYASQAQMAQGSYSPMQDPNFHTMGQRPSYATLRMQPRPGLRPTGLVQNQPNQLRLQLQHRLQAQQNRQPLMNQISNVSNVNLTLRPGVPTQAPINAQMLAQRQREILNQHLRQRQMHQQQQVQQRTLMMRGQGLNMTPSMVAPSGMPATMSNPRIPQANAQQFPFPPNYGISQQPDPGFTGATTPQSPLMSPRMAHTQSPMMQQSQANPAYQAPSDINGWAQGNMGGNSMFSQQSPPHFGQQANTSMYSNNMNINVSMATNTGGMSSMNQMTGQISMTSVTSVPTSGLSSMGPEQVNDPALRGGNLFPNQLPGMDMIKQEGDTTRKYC
LMP1 NFkB inh: Epstein-Barr LMP1 NF-kappaB reporter inhibition; inhibition, % at 12.5 µM; 0.69% of 350,000 active; AID 504558; LMP1-induced NF-kappaB luciferase reporter cells, luminescence; in the data active = inhibition above about 41%;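 note: 0% = neutral control wells and 100% = reference inhibitor control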
MC4R antag cAMP: antagonists of human melanocortin 4 receptor (MC4R) | P32245 | MC4R-expressing cells, MTII-stimulated cAMP, LANCE TR-FRET | inhibition, % at 6.5 µM | 0.48% of 360,000 active;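 active = inhibition above its plate's cutoff, the mean of tested wells on that plate plus 3 SD, cut at about 29% in these data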;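 note: 0% = Melanotan II alone and 100% = Melanotan II plus saturating MCL0020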
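System: U2OS-MC4R stable cell line; Technique: Eu-cAMP/anti-cAMP TR-FRET, emission 671 nm; Repeats: single well per compound; Also added: Melanotan II; Dosing: one concentration, 6.5 µM nominal; Schedule: 30-min compound, 1-h challenge, 1-h detection, room temperature.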
NOD2 RIPK2 PPI: inhibitors of human NOD2-RIPK2 interaction; O43353; CHO BLA complementation NOD2-RIPK2, CCF4 ratio; inhibition, % at 4.98 µM; 0.38% of 360,000 active; AID 624267; in the data active = inhibition above about 21%;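 note: 0% = vehicle only and 100% = reference blocker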
MC4R ag barr: human MC4R agonism via beta-arrestin | P32245 | U2OS MC4R beta-arrestin complementation, luminescence; percent of melanotan II response, DMSO zero | activation, % at 8.9 µM | 0.98% of 360,000 active;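 active = activation above a per-plate cutoff, the mean activation of sample wells on that plate plus 3 SD, cut at about 8% in these data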
SRC3 inh: human NCOA3 inhibition; Q9Y6Q9; inhibition, % at 3.6 µM; 0.17% of 360,000 active; HEK293 GAL4-SRC3 luciferase reporter, luminescence;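 active = inhibition above a per-campaign cutoff, the mean of all compounds plus 3 SD, cut at about 60% in these data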;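 note: 0% = DMSO-treated cells and 100% = gossypol-treated cells at 36 µM; higher means less SRC3-driven luciferase light from the GAL4 reporter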
Starred values were filed as active, the others as inactive; · = not tested or not shown.

ABHD5 PLIN5 PPI,NR5A2 inv ag,SRC1 inh,NR2F2 inh,TLR9-MyD88 block,NCOA2 inhibitor,LMP1 NFkB inh,MC4R antag cAMP,NOD2 RIPK2 PPI,MC4R ag barr,SRC3 inh,SMILES
-5,-2,2,-5,-2,12,-6,2,2,-1.8,6,CSc1ccc(CCNS(=O)(=O)c2c(C)[nH]c(C)c2C(=O)N2CCCCC2)cc1
-3,5,-10,-7,-3,-5,-2,18,-13,0.0,-16,C=CCn1c(SCC(=O)Nc2cccc(OC)c2)nnc1-c1cccnc1
2,-27,1,·,-12,·,-13,5,-4,-0.7,-9,O=C(CSc1nc(O)cc(=O)n1-c1ccccc1)N1CCCCC1
-2,15,16,7,7,15,-14,3,7,-0.9,-1,COCCNc1nc(N)c([N+](=O)[O-])c(NC2CCCCC2)n1
-11,-5,6,15,1,-11,0,13,1,0.9,-19,O=C(c1ccc2c3c(cccc13)CC2)N1CCN(c2ncccn2)CC1
-1,0,-13,22,-8,-14,2,14,1,-3.3,1,Cc1ccccc1CNC(=O)CCCn1ncn2c(cc3occc32)c1=O
-7,12,-29,-5,-6,12,1,5,10,-2.1,20,COc1ccc(CCNC(=O)CN2C(=O)CSc3ccc(S(=O)(=O)N4CCOCC4)cc32)cc1OC
-6,7,-29,3,1,-17,1,-6,-4,-4.0,2,O=C(NC(=S)N1CCN(c2c(Cl)cccc2[N+](=O)[O-])CC1)c1cccs1
-5,-8,-7,-3,-4,0,-8,6,0,-2.2,-11,O=C(O)c1cc(Nc2nc(N3CCOCC3)nc(N3CCOCC3)n2)ccc1Cl
-10,17,8,-2,2,8,2,-1,5,0.7,4,Cc1ccc(-n2nnnc2-c2cnc(-c3cccnc3)nc2C(F)(F)F)cc1
6,13,1,0,-1,7,-7,4,4,-0.4,-4,CC1CCN(CC(=O)Nc2ccccc2C(=O)NC2CC2)CC1
1,-1,-8,9,5,5,-1,-5,-10,-1.6,0,COc1ccccc1C(=O)Oc1cc(N)n(S(=O)(=O)c2ccc(C)cc2)n1
-2,-51,-22,5,-1,-20,0,1,3,-0.8,-1,COc1ccc(/C=N/n2c(N)nc(-c3ccccc3)c2-c2ccccc2)cc1
6,-3,-4,14,24*,-7,-6,2,-10,-1.1,5,COc1ccccc1NS(=O)(=O)c1cccc(NC(=O)C2CC(=O)N(Cc3ccccc3)C2)c1 (configuration not stated)
-7,6,-18,-1,5,0,-7,9,-9,1.4,5,O=C(CSCc1ccccc1)NCCCN1CCOCC1
-5,-6,2,-8,-11,-16,-6,-2,-8,0.2,18,CCOC(=O)c1ccc(N2CSC3=C(C#N)C(c4ccc(OC)cc4OC)CC(=O)N3C2)cc1 (configuration not stated)
0,-3,9,3,1,12,0,3,-3,0.2,13,Cn1nc(C(F)(F)F)c(-c2ccc(F)cc2)c1NC(=O)c1ccco1
5,-21,9,-1,12,-12,7,45*,9,-0.6,9,O=C(/C=C/c1ccc(Cl)c([N+](=O)[O-])c1)Nc1cccc(NC(=O)c2ccco2)c1
2,-11,-4,18,-12,13,-4,5,-2,4.7,13,Cc1c(Br)c([N+](=O)[O-])nn1CCCC(=O)Nc1sc2c(c1C(N)=O)CCC(C)C2 (configuration not stated)
1,-23,-19,-9,-1,-5,-8,12,-15,0.3,11,O=C(Nc1ccc2c(c1)nc1n2CCN(C2CCCCC2)C1)c1ccco1
-7,-12,-3,16,-2,-28,-11,9,-14,0.1,0,Cc1c(NC(=O)c2cc(C3CC3)on2)c(=O)n(-c2ccccc2)n1C
-2,7,-28,15,9,8,4,0,-1,0.2,16,COc1ccc(N2CCC(CNC(=S)Nc3cc(C)cc(C)c3)C2)cc1 (configuration not stated)
-5,12,-2,4,8,5,7,2,-13,-2.7,7,O=C(O)c1nnn(-c2ccc(F)cc2F)c1-c1ccccc1
4,7,-7,18,-5,-26,6,1,-3,-1.3,6,O=C(Nc1cc(S(=O)(=O)N2CCOCC2)ccc1Cl)C(=O)c1c(-c2ccccc2)cc2ccccn12
-10,-3,-18,19,1,-8,19,12,5,-2.0,0,COc1ccc(NS(=O)(=O)c2cc([N+](=O)[O-])ccc2N/N=C/c2c(C)[nH]c3ccccc23)cc1
-4,3,8,-3,-9,-45,4,0,8,2.0,15,C=CCSc1nc(N2CCOCC2)c2c(c1C#N)CC(C)(C)N(C)C2
-1,-4,5,-2,-12,-10,10,12,-9,-1.1,7,COc1cc2[nH]c(=O)n(CCCCCC(=O)NC3CCCC3)c(=O)c2cc1OC
-2,-40,-58,-6,-7,-10,-2,3,3,-0.3,-70,O=C(/C=C/NCc1cccnc1)c1ccc(-c2ccccc2)cc1
-6,-6,-29,-4,·,-14,·,9,-4,1.4,6,OC(c1ccccc1)c1nc(/C=C/c2ccc(C(F)(F)F)cc2)cs1 (configuration not stated)
2,21,-5,2,-3,5,26,2,-3,-1.0,27,Cc1c(N/N=C(\C#N)C(=O)c2ccccc2)c(=O)n(-c2ccccc2)n1C
2,31,4,-13,0,-40,-6,8,-2,-1.8,9,CCN(CC)C(=O)C(=O)c1cn(CC(=O)N2CCc3ccccc3C2)c2ccccc12
-8,-6,-5,-6,0,-25,-7,10,3,-1.5,4,Cc1nn(-c2ccc(F)cc2)c(Cl)c1/C=C(/CCC(=O)O)c1nc2ccccc2s1
-3,-3,8,1,4,-6,5,13,-14,-4.3,1,Cn1c(SCC(=O)Nc2cccc(F)c2)nc2c(c1=O)SCC2
-5,17,-10,12,-11,7,2,11,2,-1.5,4,COCCSc1ccccc1C(=O)Nc1ccccc1C#N
1,9,12,38*,-2,21,5,16,0,3.2,32,COc1ccc(-c2cn[nH]c2-c2ccc(OCc3ccc([N+](=O)[O-])cc3)cc2O)cc1OC
-2,4,6,-2,-3,11,-2,7,-6,-1.2,5,CCn1c(N2CCN(S(=O)(=O)c3ccccc3)CC2)nc2ccccc21
2,4,-17,5,8,-10,1,-2,-12,0.5,5,CCCC(=O)N(CCN1CCOCC1)c1nc2c(OC)ccc(C)c2s1
1,-1,6,12,-6,-26,0,5,0,-1.3,9,Cc1cccc(-n2ncc3c(=O)[nH]c(SCC(=O)NCCC4=CCCCC4)nc32)c1
-3,14,-4,7,-2,20,-5,1,-24,-1.8,1,CN(C)c1nc(N(C)C)nc(N2CC(CCl)OC2=N)n1 (configuration not stated)
8,-6,-9,-4,-3,-10,0,15,4,1.1,-7,O=C1NC[C@@H](Cc2ccc(O)cc2)N(CCc2cccc3ccccc23)C1=O
12,4,6,-6,10,14,-3,-1,-6,-0.5,10,CC(C)Cn1cnc2c1c(=O)n(CC(=O)N(C)C)c(=O)n2Cc1ccccc1
-1,-23,6,-1,-6,12,-3,21,6,1.3,2,CCC(C)[C@H](NC(=O)[C@@H]1Cc2ccccc2CN1)C(=O)NCc1ccc(C)cc1 (some centres not stated)
9,22,3,10,-9,-13,-10,10,-2,0.5,-17,COc1ccc(-c2noc(CSc3nnc(CCc4ccccc4)n3-c3ccccc3)n2)cc1OC
-1,-4,10,27,-8,17,9,12,-7,-2.1,0,O=C1CCCCC1(CCc1ccncc1)CCc1ccncc1
1,-15,1,-16,7,-2,-1,-2,-11,-2.2,-12,O=C(NCc1c(F)cccc1F)c1cc(COc2c(F)cccc2F)on1
-4,2,-6,-10,0,-27,-10,15,-3,1.3,6,CC(NC(=O)CC1Sc2ccccc2NC1=O)c1ccccc1 (configuration not stated)
-5,1,-16,4,-5,6,-14,15,6,-2.0,-6,COc1ccc(N(CC(=O)NCc2ccc(F)cc2)S(=O)(=O)c2c(C)noc2C)cc1
-3,1,-17,9,0,-4,-3,1,9,-0.8,2,CCOC(=O)C1=NN(C(C)=O)C2(CC(=O)N(c3ccc(C)c(C)c3)C2=O)C1 (configuration not stated)
2,2,-28,-21,-1,-23,-24,2,0,-1.4,-9,Cc1oc2nc(SCCCC(=O)NCCCO)nc(N)c2c1C
-1,3,3,2,-4,-17,1,2,-7,-2.3,-3,CN1C(=O)[C@@H]2C[C@@]3([C@@]45C[C@H]6C(=O)N(C)[C@@H](Cc7ccccc7)C(=O)N6[C@@H]4Nc4ccccc45)c4ccccc4N[C@H]3N2C(=O)[C@@H]1Cc1ccccc1

Going on with the list.
ABHD5 PLIN5 PPI,NR5A2 inv ag,SRC1 inh,NR2F2 inh,TLR9-MyD88 block,NCOA2 inhibitor,LMP1 NFkB inh,MC4R antag cAMP,NOD2 RIPK2 PPI,MC4R ag barr,SRC3 inh,SMILES
-3,18,1,0,0,-15,3,1,-9,-0.9,-19,CC(C)(C)OC(=O)C[C@@H]1C/C=C\C[C@H](CC(=O)NCCO)C(=O)N2CCC[C@H]2COC1=O
-4,10,-5,3,-16,-2,-2,-2,5,14*,10,COc1ccc(O)c(-c2cc(C(F)(F)C(F)F)nc(-c3ccccc3)n2)c1
0,-15,-20,-4,-4,12,2,3,4,-2.7,8,COc1ccc(C(CNC(=S)NCc2ccccc2)N2CCCC2)cc1 (configuration not stated)
13,21,-16,-13,·,-32,·,9,1,0.4,-6,CCOC(=O)C1(C)CCCCN1C(=O)c1cccnc1 (configuration not stated)
2,10,-9,17,2,18,6,4,-3,-1.9,14,Cc1onc(-c2ccccc2Cl)c1C(=O)N1CC(C)CC(C)C1 (configuration not stated)
-4,1,7,3,-4,-2,-1,2,3,-3.5,3,CCCn1c(SCC(=O)N2c3ccc(F)cc3CCC2C)nnc1-c1ccccn1 (configuration not stated)
-2,-5,0,2,-7,3,7,19,7,0.4,-1,O=C(Nc1cc(C(F)(F)F)ccc1Cl)c1cccnc1
-6,-99,-50,-31,-15,-32,-8,0,4,-1.1,-70,Cc1ccc(C2CCN(C(=O)Nc3ccccc3)C2)cc1 (configuration not stated)
3,6,-14,11,-1,-39,8,14,-9,-0.1,-16,CN(C)Cc1c(O)ccc2occ(C(=O)c3ccc(F)cc3)c12
1,-8,-4,-12,5,-6,-2,10,5,-0.1,-2,CC1CCCN(C(=S)NC2CCCC2)C1 (configuration not stated)
3,10,22,14,-7,7,21,-47,2,-1.6,26,CCc1ccccc1-n1c(SCC(=O)Nc2ccc3c(c2)OCCO3)nc2[nH]ncc2c1=O
-4,-1,10,-7,11,17,-5,2,-1,-1.2,8,O=C(NC1CCCCC1)NC1CCN(S(=O)(=O)Cc2ccccc2)CC1
1,-1,0,5,-3,2,-19,-7,2,-1.7,-1,Clc1cccc(Cl)c1COc1ccccn1
-4,17,-5,17,1,-2,35,3,-4,-1.3,0,COCCCN(CC(=O)Nc1ccc(N2CCOCC2)cc1)S(=O)(=O)c1ccc(Cl)cc1

Some of the compounds tested. The share of hits here may be higher or lower than overall.
